Screening data from PubChem BioAssay.
USP2a inh: qHTS Assay for Inhibitors of Ubiquitin-specific Protease USP2a Using CHOP2 as the Reporter; USP2 core, Ub-CHOP2 coupled fluorogenic reporter, 485/531; Potency, µM (series often up to 38.3 µM), inactives show top-dose activity change, negative = inhibition, usual class: inhibitors; 330,000 compounds, 0.01% hits; AID 463254, 2010;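 note: potency is the fitted concentration of half-maximal effect; plate controls were DMSO wells for no effect and full inhibition by NEM control for full effect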
Target sequence (O75604 whole entry, looked up): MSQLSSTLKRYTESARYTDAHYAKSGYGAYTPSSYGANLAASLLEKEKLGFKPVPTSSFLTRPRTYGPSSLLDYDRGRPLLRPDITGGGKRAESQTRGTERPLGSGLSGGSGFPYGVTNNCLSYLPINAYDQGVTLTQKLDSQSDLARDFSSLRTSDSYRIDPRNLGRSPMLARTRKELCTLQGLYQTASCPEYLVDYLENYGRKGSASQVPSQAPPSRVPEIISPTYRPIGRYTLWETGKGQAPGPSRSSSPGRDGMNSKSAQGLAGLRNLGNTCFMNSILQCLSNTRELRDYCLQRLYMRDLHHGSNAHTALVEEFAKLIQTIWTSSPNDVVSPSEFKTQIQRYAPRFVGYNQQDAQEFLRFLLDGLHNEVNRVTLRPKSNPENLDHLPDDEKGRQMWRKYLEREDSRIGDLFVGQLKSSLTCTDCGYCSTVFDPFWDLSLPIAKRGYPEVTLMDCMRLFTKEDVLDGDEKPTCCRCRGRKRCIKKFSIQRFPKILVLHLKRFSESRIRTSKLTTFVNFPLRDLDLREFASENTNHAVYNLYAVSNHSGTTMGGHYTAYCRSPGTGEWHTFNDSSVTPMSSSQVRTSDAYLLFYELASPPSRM
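USP2 core (10nM final) preincubated 30min RT with compound in 20mM Tris-HCl pH 8.0, 2mM CaCl2, 2mM beta-mercaptoethanol, 0.05% CHAPS; 25nM Ub-CHOP2 plus 25nM reporter substrate added, fluorescence (Ex485/Em531) read after 60min.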
KCNH2 3.1 block: qHTS for Inhibitors of KCHN2 3.1: Mutant qHTS. 340,000 compounds, 0.95% hits. Potassium voltage-gated channel subfamily H member 2, brain isoform KCNH2 3.1 (human). activity change, % (tested at about 1.8 µM). U2OS KCNH2 3.1, thallium flux FluxOr; active compounds read low;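 active = maximum activity change below -70%; inconclusive = maximum activity change from -70% to -50%; inactive = maximum activity change above -50%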;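 note: thallium influx rate constant from kinetic fluorescence after stimulation buffer; % is set by controls: 0 for no effect and ±100 for the full control effect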
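Virally transduced U2OS (3.1 isoform, 4 h infection in dark at RT) → overnight 37 C → FluxOr + Red40 in HBSS/HEPES, 45 min → stimulation buffer, 2 min kinetic read → rate constant vs DMSO controls.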
TSHR antag: Antagonists of the Thyroid Stimulating Hormone Receptor: HTS campaign; Thyrotropin receptor (Homo sapiens), P16473; TSHR-expressing cells, TSH-stimulated cAMP HTRF, 2 h; active compounds read low; activity change, negative = inhibition, % at 11.5 µM; 330,000 compounds, 0.2% hits;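 active = activity change below a set negative limit, meaning inhibition stronger than a set level, cut at about -70% in these data; inconclusive = activity change between two set negative limits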; note: % is set by controls: 0 for no effect and ±100 for the full control effect
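TSHR-expressing cells, 200/well, pre-treated with compound, then stimulated with EC80 TSH (4nM final) for 2 hours at 37 deg C. cAMP measured by competitive HTRF: anti-cAMP cryptate antibody in lysis buffer plus cAMP-d2, read after 30 minutes at room temperature.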
A-T KAP1 phos: qHTS Assay for Identifying a Potential Treatment of Ataxia-Telangiectasia; […] A-T fibroblasts, KAP-1 phosphorylation AlphaLISA; neocarzinostatin DNA damage 30 min before lysis; Potency, µM (series often up to 57.5 µM), inactives show at the highest dose activation, most hits filed as activators; 320,000 compounds, 0.19% hits; AID 485349, 2010; note: potency is the fitted concentration of half-maximal effect; % of control where 0% means no effect; nearly all actives have a fitted effect of over 45% in size
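ATM-like activity read as KAP-1 phosphorylation via AlphaLISA donor/acceptor antibody pairs after lysis and 6 hr at 25C. Cells were ATM-null patient fibroblasts ([…], hTERT), dosed 60 min, then exposed to the DSB inducer NCS for 30 min.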
Mito fusion act: qHTS Assay for Small Molecule Inhibitors of Mitochondrial Division or Activators of Mitochondrial Fusion. AID 485298, 2010. Potency, µM (titrated, usually from 46.1 µM), inactives show top-dose growth rescue (activation), usual class: activators. S. cerevisiae fusion-defective mutant growth rescue, CellTiterGlo 48 h. 320,000 compounds, 0.23% hits;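 note: potency is the fitted concentration of half-maximal effect; % of control where 0% means no effect; nearly all actives have a fitted effect of over 45% in size; temperature-sensitive fusion mutants such as fzo1-1 at 37 °C on non-fermentable ethanol glycerol medium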
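Read-out: ATP-based luminescence (CellTiterGlo, 10 min ambient) reporting growth of fusion-defective ts yeast after 48 hours at 37C on glycerol/ethanol YPEG medium in the presence of compound.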
ELG1 repair inh: qHTS screen for small molecules that inhibit ELG1-dependent DNA repair in human embryonic kidney (HEK293T) cells expressing luciferase-tagged ELG1 | HEK293T ELG1-luciferase reporter, luminescence, 16 h; DNA damage induced by 5-fluorouridine | Potency, µM (titrated, usually from 46.1 µM), inactives show at the highest dose activity change, negative = inhibition, hits mostly inhibitors | 330,000 compounds, 2.3% hits; note: potency is the fitted concentration of half-maximal effect; % is set by controls: 0 for no effect and ±100 for the full control effect; nearly all actives have a fitted effect of over 55% in size
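Overnight (16 hr) co-exposure of 2,000 cells/well to 5-fluorouridine and compound at 37 °C preceded detection. Luciferase was quantified via ONE-Glo luminescence; loss of signal denotes inhibition.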
hERG WT inh: qHTS for Inhibitors of KCHN2 3.1: Wildtype qHTS. U2OS, BacMam KCNH2, thallium flux FluxOr; active compounds read low. activity change, % at 1.84 µM. Voltage-gated inwardly rectifying potassium channel KCNH2 (Homo sapiens), Q12809. 340,000 compounds, 0.37% hits;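 active = maximum activity change below -70%; inconclusive = maximum activity change between -70% and -50%; inactive = maximum activity change above -50%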; note: % is set by controls: 0 for no effect and ±100 for the full control effect
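U2OS cells were transduced with wild-type KCNH2 virus (2.03 x 10^8 / mL) for 4 h at room temperature, then cultured overnight at 37 C. Thallium flux was read with FluxOr dye. Rate constants were normalized to DMSO controls.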
TRPV1 agonist: HTS Assay for Compounds that Act as Agonists of the Vanilloid Receptor 1; TRPV1-expressing cells, Fluo-8 calcium influx, agonist mode; activation, % at 8.33 µM; 320,000 compounds, 0.19% hits; AID 540275, 2011; in the data active = activation above about 80%; inconclusive = between about 30% and that limit; note: 0% is about no effect
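TRPV1-expressing cells were cultured overnight at 35.5C and loaded with Fluo-8 calcium dye for 40 to 90 min at room temperature. After a 10 s baseline, compound was added and calcium influx was read kinetically for 3 min (ex 480/em 520 nm).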
Eya2 phos inh: qHTS Assay for Inhibitors of the Phosphatase Activity of Eya2 | recombinant Eya2, OMFP fluorescence dephosphorylation (OMFP is methylfluorescein phosphate) | Potency, µM (titrated, usually from 76.9 µM), without a hit: at the top dose activity, negative = inhibition, actives largely listed as inhibitors | 330,000 compounds, 0.006% hits; note: potency is the fitted concentration of half-maximal effect; % is set by controls: 0 for no effect and ±100 for the full control effect
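Eya2 (0.2 uM) preincubated 10 min at ambient with compound, then OMFP substrate added at 50 uM; 10 min reaction in 50 mM HEPES pH 7.5, 50 mM NaCl, 5 uM MgCl2, 0.05% BSA, 1 mM DTT. Fluorescence read at Ex 485/Em 525 nm.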
TCR act: Activators of T cell receptors: qHTS campaign; primary human leukocytes, anti-CD3, IL-2 HTRF, 48 h; Potency, µM (doses to about 9.22 µM), for the others: at the top dose activation of IL-2 secretion, most hits filed as activators; 330,000 tested, under 10 active; AID 504894, 2011; note: % of control where 0% means no effect
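Primary human leukocytes incubated 48 hr with anti-CD3 beads plus compound, without co-stimulation. Secreted IL-2 measured by HTRF (europium cryptate/d2 anti-IL-2 pair, 320 nm excitation, 665 nm emission).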
* = called active by the depositor; u = inconclusive; x = not tested or not shown; [ ] = remark or other dose. Unless noted, calls come from the whole dose curve; as a rule, active = well fitted curve in the direction sought with a large enough effect; inconclusive = small, poorly fitted or top-dose-only effect, or another doubt; inactive = no such curve, though single readings can be large; an effect the other way counts as inactive or inconclusive.

SMILES	USP2a inh	KCNH2 3.1 block	TSHR antag	A-T KAP1 phos	Mito fusion act	ELG1 repair inh	hERG WT inh	TRPV1 agonist	Eya2 phos inh	TCR act
Brc1ccc(-c2csc(N3CCC(c4ccccc4)C3)n2)cc1 (configuration not stated)	1%	-7	-18	-2%	-7%	u	-8	1	13%	3%
O=C(CCOc1ccccc1F)N1CCN(c2ccccc2O)CC1	6%	0	-11	0%	-8%	u	-1	17	u	4%
Cc1nc2c(c(=O)c3ccccc3n2C)c(=O)n1-c1ccc(F)cc1	0%	-4	2	-3%	0%	u	-10	-4	4%	8%
CCCS(=O)(=O)c1c(S(=O)(=O)CCC)c2ccccn2c1C(=O)OC	1%	3	-4	-2%	0%	9%	-1	0	-3%	11%
COc1ccc(C(=O)NCCN2C(=O)S/C(=C\c3cccnc3)C2=O)c(OC)c1OC	3%	6	12	5%	-4%	u	-24	-1	2%	9%[46.1 µM]
CCCCOC(=O)CSC(=S)N(C)Cc1cccs1	-5%	1	35	10%	-3%	21%	0	2	-2%	3%[46.1 µM]
Cc1ccc(/C=C2\SC(=S)N(CCC(=O)Nc3cccnc3)C2=O)cc1	0%	-14	-4	-4%	0%	9%	4	11	-3%	-3%
CC(C)OC(=O)C(C)Nc1ccc(F)c(Cl)c1 (configuration not stated)	3%	9	1	-2%	-7%	-3%	-1	21	9%	3%
COc1ccc(OC)c(NC(=O)c2cnc(Nc3ccccc3OC)c3ccccc23)c1	4%	-20	-9	11%	u	u	1	2	13%	-2%
CCn1c(COc2ccc(OC)cc2)nc2ccccc21	0%	-8	-16	2%	-5%	u	-11	6	-13%	-2%
CCOC(=O)C1=CNS(=O)(=O)NC1c1cccc(O)c1 (configuration not stated)	2%	5	5	0%[11.5 µM]	x	19%	0	x	0%	4%[46.1 µM]
COC(=O)C1(C)NC(c2cccc(C)c2)C2C(=O)N(c3ccc(F)cc3)C(=O)C21 (configuration not stated)	-1%	-5	-15	1%	5%	-9%	-5	-3	-12%	-4%
Cc1cc2oc(C(=O)NCc3ccc(S(N)(=O)=O)cc3)c(C)c2cc1C	-2%	-1	-4	-5%	-3%	u	-4	27	1%	-2%
COc1cc(C(=O)NC(=S)Nc2ccc(Cl)c(C(=O)O)c2)cc(OC)c1OC	-4%	7	-8	-2%	2%	5%	-5	1	9%	-5%
CCN1CCN(C(=O)CCN2C(=O)c3ccccc3S2(=O)=O)CC1	-3%	-5	1	-3%	-9%	16%	4	-2	5%	6%

Fetched by compound from the list above, three records:
SMILES	USP2a inh	KCNH2 3.1 block	TSHR antag	A-T KAP1 phos	Mito fusion act	ELG1 repair inh	hERG WT inh	TRPV1 agonist	Eya2 phos inh	TCR act
COC(=O)C1(C)NC(c2cccc(C)c2)C2C(=O)N(c3ccc(F)cc3)C(=O)C21 (configuration not stated)	-1%	-5	-15	1%	5%	-9%	-5	-3	-12%	-4%
Cc1cc2oc(C(=O)NCc3ccc(S(N)(=O)=O)cc3)c(C)c2cc1C	-2%	-1	-4	-5%	-3%	u	-4	27	1%	-2%
CCCCOC(=O)CSC(=S)N(C)Cc1cccs1	-5%	1	35	10%	-3%	21%	0	2	-2%	3%[46.1 µM]

The list goes on.
SMILES	USP2a inh	KCNH2 3.1 block	TSHR antag	A-T KAP1 phos	Mito fusion act	ELG1 repair inh	hERG WT inh	TRPV1 agonist	Eya2 phos inh	TCR act
COc1ccc(C2c3[nH]c4ccccc4c3C[C@H]3C(=O)N(C)CC(=O)N23)cc1OC (some centres not stated)	3%	-2	-6	0%	4%	11%	11	0	0%	4%
COc1cccc(NC(=O)CSc2nnc(-c3cc(C)[nH]n3)n2N)c1	2%	-17	9	12%	-4%	19%	-9	11	-5%	6%
O=C(c1cccc(-c2ccc(O)cc2)c1)N1CCN(c2ccc(F)cc2)CC1	11%	-37	-6	-3%	1%	-15%	7	19	-29%	-1%
O=C1CCCCCN1CP(=O)(O)CCc1ccccc1	0%	-2	-3	13%	0%	-3%	3	1	-1%	-8%
COc1ccc(C(C)NC(=O)c2ccncc2)cc1OC (configuration not stated)	0%	-7	35	10%	6%	13%	14	-1	-14%	0%
CCc1ccc(NC(=O)N(Cc2ccco2)C(C)c2cccs2)cc1 (configuration not stated)	1%	-17	-1	1%	-3%	1%	-20	25	18%	3%
O=C(N/N=C\c1c[nH]c2ccccc12)c1ccc(O)cc1	2%	-3	-4	9%	11%	19%	1	0	14%	3%
COc1ccc(NC(=O)CNS(=O)(=O)c2ccc3nc(C)sc3c2)c(OC)c1	1%	14	11	-1%	2%	-18%	1	5	8%	2%
Cc1cccc(C)c1OCc1cc(C(=O)N2CCN(Cc3nccn3C)CC2)no1	1%	1	-8	0%	-12%	1%	-2	0	1%	1%
Fc1ccccc1CSc1ncnc2c1oc1ccccc12	0%	7	-9	10%	-2%	26%	-3	3	13%	1%
NS(=O)(=O)c1ccc(NC(=O)COC(=O)c2cc3ccccc3cc2O)cc1	3%	2	-7	-3%	5%	-8%	-4	17	-2%	2%
C/C(CCc1oc2ccccc2c1-c1ccc(C)o1)=N/O	-15%	-12	49	11%	-18%	-7%	4	-6	-16%	-2%
COC(=O)c1sccc1NC(=O)c1ccc(Cl)cc1	2%	-1	-1	3%	7%	4%	8	6	-16%	3%
Cc1ccc(CNC(=O)CS(=O)Cc2nc(-c3cccs3)oc2C)cc1 (configuration not stated)	3%	-2	-10	-2%	-2%	1%	3	1	2%	-1%
COc1ccccc1C(=O)NC(=O)COC(=O)c1ncc(Cl)c(Cl)c1Cl	0%	-9	8	-10%	1%	u	-7	1	12%	-7%
CN(C)NC(=S)NC1CC2CCC1C2 (configuration not stated)	9%	-16	-1	-3%	-9%	1%	2	-1	15%	3%
CCOc1ccc(-n2ccnc(SCC(=O)Nc3ccc(CC)cc3)c2=O)cc1	-2%	-6	6	-5%	11%	-3%	-8	0	20%	x
COc1ccccc1CNC(=O)c1ccc(SC)cc1OC	2%	-6	11	-8%	6%	-1%	-10	27	u	7%
Nc1nc(NCc2ccco2)nc(Nc2cccc(F)c2)c1[N+](=O)[O-]	0%	3	12	-2%	-1%	-11%	7	-1	-3%	1%
CC1CCCN(C(=O)CSc2nnc3ccccn23)C1 (configuration not stated)	-1%	-10	7	-5%	-4%	u	28	-2	5%	-4%
COc1ccc(/C=C2\N=C(c3c(-c4ccccc4)noc3C)OC2=O)cc1OC	8%	16	-3	9%	0%	-3%	2	1	-19%	4%
COc1ccc(NC(=O)c2ccco2)cc1NC(=O)c1c(OC)cccc1OC	-1%	-24	-7	-5%	-9%	u	9	0	-2%	3%
COc1cccc(NC(=S)NC2CC3CCCC(C2)N3C2CCCC2)c1 (configuration not stated)	-2%	-19	3	-3%	-2%	3%	60	1	-8%	-6%
COc1ccc(/C=C(/NC(=O)c2ccccc2)C(=O)N/N=C/c2ccc3c(c2)OCO3)cc1OC	7%	11	-1	2%	-2%	u	7	-2	-21%	8%
Cc1ccc(Nc2ncnc3c2nnn3Cc2ccccc2)cc1	2%	-3	-27	16%	6%	-14%	-1	20	-25%	1%
O=C(COc1ccccc1)NCC1COc2ccccc2O1 (configuration not stated)	3%	5	5	2%	-4%	3%	4	3	3%	-7%
O=C(Nc1cc(-c2ccccc2)sc1C(=O)O)c1cccc(F)c1	-10%	-3	-13	22%	-7%	0%	2	-1	18%	7%
O=C(Oc1ccc(N2C(=O)CCC2=O)cc1)c1ccccc1	1%	-26	-4	2%	-6%	-1%	-2	-1	-3%	-1%[46.1 µM]
COc1cc(S(=O)(=O)Nc2cccnc2)ccc1Cl	-1%	-31	54	16%	4%	10%	4	1	6%	x
COC(=O)C(Cc1c[nH]c2ccccc12)NC(=O)CNC(C)=O (configuration not stated)	5%	21	18	-3%	-1%	11%	-7	5	10%	-1%
Cc1ccc(OCCC(=O)OCC(=O)Nc2c(C)nn(-c3ccccc3)c2C)cc1	-1%	0	18	-13%	0%	u	6	1	-23%	-1%
COc1cccc(C2C(C(=O)OC(C)C)=C(C)N=c3s/c(=C\c4ccc(C(=O)O)cc4)c(=O)n32)c1 (configuration not stated)	0%	-8	-7	6%	9%	9%	10	-2	-3%	-6%
O=C(N/N=C/c1ccc([N+](=O)[O-])cc1)c1cccc(N2CCCC2=O)c1	1%	2	-9	7%	-1%	-7%	-27	-1	-4%	7%

This is a subset; the hit share may differ from the screen's.
